From PubChem
GalR3 antag: human GalR3 antagonism. O60755. HEK293 GalR3-CNG cAMP membrane potential fluorescence; galR3 body fused to GalR1 C-terminus. inhibition, % at 3 µM. actives 0.44% (n = 360,000);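 active = inhibition above the screen-wide average plus 3 SD, cut at about 13% in these data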;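 note: forskolin and galanin both at EC90 stimulate the cells; cAMP rise reported by CNG channel membrane potential dye signal; 0% = forskolin plus galanin with DMSO and 100% = forskolin alone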
MEKK2mut PB1 HTS: signal of MEK5 binding to mutant human MEKK2 PB1 domain. bead flow cytometry, Alexa488-MEK5 binding to MEKK2 mutant. AID 1530. percent response, % at 10 µM. actives 0.35% (n = 290,000); in the data active = percent response above about 24%, passing the limit was not always enough; note: inactives centre near 1; some results filed as inactive read as strong as hits; reference of the scale not given here
V1aR counter: V1a receptor agonism, counter-screen for OXTR agonists | AID 2797 | CHO-V1R cells, Fluo-8 calcium fluorescence, agonist mode; 0% DMSO, 100% 3 nM vasopressin | actives 0.25% (n = 320,000) | activation, % at 3 µM;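 active = activation above the mean activation of all tested compounds plus 3 SD, per screening run, cut at about 20% in these data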;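 note: signal is peak over basal fluorescence ratio across a 100 second FLIPR read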
Target sequence (P37288 whole entry, looked up): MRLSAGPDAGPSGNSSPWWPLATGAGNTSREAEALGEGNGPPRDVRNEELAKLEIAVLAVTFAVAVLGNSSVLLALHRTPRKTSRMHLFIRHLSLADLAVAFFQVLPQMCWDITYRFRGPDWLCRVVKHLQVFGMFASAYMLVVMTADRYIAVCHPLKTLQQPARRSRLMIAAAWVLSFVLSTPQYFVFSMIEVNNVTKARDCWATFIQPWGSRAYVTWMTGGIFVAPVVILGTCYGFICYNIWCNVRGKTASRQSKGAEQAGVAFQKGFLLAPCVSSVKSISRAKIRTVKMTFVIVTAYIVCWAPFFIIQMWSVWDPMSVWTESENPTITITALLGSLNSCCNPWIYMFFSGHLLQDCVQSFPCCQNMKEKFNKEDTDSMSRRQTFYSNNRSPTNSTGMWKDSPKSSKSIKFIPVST
OXTR ag: activates the human oxytocin receptor; P30559; CHO-OTR cells, Fluo-8 calcium fluorescence; normalized: DMSO 0%, oxytocin 100%; activation, % at 3 µM; actives 0.32% (n = 320,000); AID 2435;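 active = activation above the mean of all tested compounds plus 3 SD, cutoff set per screening run, cut at about 20% in these data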;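 note: peak over basal fluorescence ratio from a 100 s FLIPR kinetic read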
MEKK3 PB1 HTS: modulators (inhibitors or enhancers) of MEK5 binding to human MEKK3 PB1 domain; binding response (% of control), % at 10 µM; bead-based flow cytometry, Alexa488-MEK5 binding to MEKK3; actives lie on both sides; 0 = blocked by unlabeled MEK5, 100 = vehicle; Q99759; AID 1529; actives 1.4% (n = 290,000);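 active = binding response more than 3 SD above or below the average of its plate-row segment, actives on both sides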;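 note: Alexa488 bead fluorescence after subtracting the streptavidin-only scavenger bead signal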
Target sequence (Q99759 whole entry, looked up, the tested form may be a part): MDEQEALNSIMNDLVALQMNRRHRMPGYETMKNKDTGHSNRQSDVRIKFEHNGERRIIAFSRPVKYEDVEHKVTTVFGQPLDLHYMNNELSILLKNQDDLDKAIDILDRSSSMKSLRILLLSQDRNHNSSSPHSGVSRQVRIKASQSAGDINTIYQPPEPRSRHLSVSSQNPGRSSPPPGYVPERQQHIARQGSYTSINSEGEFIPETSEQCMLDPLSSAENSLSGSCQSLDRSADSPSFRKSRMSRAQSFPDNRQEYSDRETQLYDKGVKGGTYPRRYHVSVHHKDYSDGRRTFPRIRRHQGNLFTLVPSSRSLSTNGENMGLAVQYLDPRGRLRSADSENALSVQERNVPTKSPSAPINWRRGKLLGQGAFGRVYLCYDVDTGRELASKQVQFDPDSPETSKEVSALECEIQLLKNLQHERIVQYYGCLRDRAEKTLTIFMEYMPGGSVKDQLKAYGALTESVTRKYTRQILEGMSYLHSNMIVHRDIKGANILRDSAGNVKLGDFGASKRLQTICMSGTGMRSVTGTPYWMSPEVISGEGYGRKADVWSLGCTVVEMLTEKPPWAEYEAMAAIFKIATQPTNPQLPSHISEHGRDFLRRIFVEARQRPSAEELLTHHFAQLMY
MEKK2wt PB1 HTS: raises or lowers MEK5 binding to wildtype human MEKK2 PB1 domain | bead flow cytometry, Alexa488-MEK5 binding to MEKK2 WT; actives lie on both sides | binding response (% of control), % at 10 µM | actives 1.1% (n = 290,000); in the data active = binding response below about 67% or above about 130%
NALP1 yeast inh: NALP1 inhibition. S. cerevisiae NALP1/ASC/caspase-1 growth, X-gal OD620, 72 h. inhibition, % at 10 µM. actives 0.61% (n = 280,000); in the data active = inhibition mostly above about 24%, no sharp cut-off; inactive = mostly below about 32%; note: some compounds called inactive have numbers as strong as hits
PHOSPHO1 inh: blocks human PHOSPHO1 phosphatase activity; recombinant PHOSPHO1, absorbance phosphatase assay; inhibition, % at 13.3 µM; actives 1.1% (n = 290,000); AID 1565; in the data active = inhibition above about 60%
GPR7 antag: human neuropeptides B/W receptor 1 antagonism. P48145. GPR7-expressing cells, fluorescence antagonist assay. inhibition, % at 4.4 µM. actives 1.1% (n = 290,000). AID 1861; in the data active = inhibition above about 16%, passing the limit was not always enough;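 note: cells stimulated with the agonist NPW; 0% = agonist with vehicle and 100% = vehicle without agonist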
The depositor's hits bear a star; x = no result given.

SMILES	GalR3 antag	MEKK2mut PB1 HTS	V1aR counter	OXTR ag	MEKK3 PB1 HTS	MEKK2wt PB1 HTS	NALP1 yeast inh	PHOSPHO1 inh	GPR7 antag
CCOC(=O)C1(CCCc2ccccc2)CCN(Cc2cnn(C)c2)CC1	-7	14	1.1	0.2	110	116	-3	27	-1
O=C(c1ccccc1)c1ccc(OC(=O)N2CCCC2)cc1	-1	1	1.1	-0.8	94	102	-4	24	-9
CC(C)NS(=O)(=O)c1ccc(OCC(=O)N(C)Cc2ccccc2)cc1	-6	4	1.6	1.5	101	105	7	-3	3
COc1ccc(CCN(Cc2cc3cccc(C)c3[nH]c2=O)C(=O)NC2CCCCC2)cc1OC	-5	-1	-0.9	-2.2	104	102	0	0	8
Cc1csc2ncnc(N3CCN(C(=O)Nc4ccc(OC(F)(F)F)cc4)CC3)c12	-6	7	2.5	2.0	104	99	x	56	-7
COc1ccc(NC(=O)C2CCCN(S(=O)(=O)c3cccc4nonc34)C2)cc1OC (configuration not stated)	-2	3	0.4	-1.2	103	106	8	-12	-6
COCCCNC(=O)c1cc2c(-c3cccc(OC)c3)nn(C)c2s1	-15	3	-1.0	-1.5	104	108	18	14	6
O=C(O)C1CCCN(S(=O)(=O)c2ccc3c(c2)OCCO3)C1 (configuration not stated)	-6	-10	1.5	1.9	99	97	2	40	14
COc1ccccc1NC(=O)c1ccc(NC(=O)CSc2n[nH]c(N)n2)cc1	-4	-1	-0.2	-0.1	97	96	6	7	4
Cc1cccc(NC(=O)NCCN2CCCCC2)c1	1	7	0.2	0.7	103	101	-2	29	-20
COc1cc(N(C(=O)Cc2cccs2)C(C(=O)NC2CCCCC2)c2ccc(C)cc2)ccc1-n1cnnn1 (configuration not stated)	-1	-1	-0.8	-0.8	103	99	17	-27	-5
CC(=O)N1CCc2c(sc(NC(=O)Cc3ccc(F)cc3)c2C#N)C1	3	-11	1.0	0.6	103	97	14	44	14
COc1ccc(OCCCC(=O)Nc2cccc(SC)c2)cc1	-7	5	0.0	-1.8	93	114	38	2	-1
O=C(OCCN1CCN(c2ncc(C(F)(F)F)cc2Cl)CC1)c1ccc(F)cc1	-4	8	-0.4	-0.2	102	105	37	7	-10
Cc1ccn(-c2ccc(NC(=O)c3cccs3)cc2)n1	-8	-2	2.3	1.9	98	98	-11	40	-1
c1ccc(Nc2ncnc3sc4c(c23)CCC4)cc1	1	-9	-1.6	-1.8	89	90	11	12	-6
O=C(NC1CCCc2ccccc21)c1cccc(Br)c1 (configuration not stated)	-2	2	-1.2	-1.8	95	95	26	-7	-13
COCCn1nnnc1C(c1cc2cc(C)ccc2[nH]c1=O)N1CCc2ccccc21 (configuration not stated)	-3	1	1.5	0.5	106	105	4	30	18
Oc1ccc(CCNc2ncnc3ccc(Cl)cc23)cc1	-5	7	8.2	12	104	103	12	10	16
Cc1ccc(C2=NO[C@@](CC(=O)O)(C(=O)Nc3ccc4c(c3)OCCO4)C2)cc1	-7	2	x	x	98	96	-4	7	-3
COC(=O)c1ccc2c(=O)n(Cc3ccc(C(=O)NCCCN4CCC(C)CC4)cc3)c(=S)[nH]c2c1	-3	11	0.2	-0.7	101	124	-1	-152	-10
CCC(=O)N1CCc2cc(Br)cc(S(=O)(=O)N3CCCCCC3)c21	-9	-2	0.6	-2.1	95	93	-5	9	-5
CC(C)CCN(C)C1CCN(C(=O)Nc2c(F)cccc2F)CC1	1	4	1.7	1.0	100	108	13	9	-3
CCOC(=O)N1CCN(c2cc(=O)n(C)c(=O)n2C)CC1	-4	1	-0.9	0.5	102	97	x	23	7
CC1(C)CC2CC(C)(CN2C(=O)NC(=O)c2ccccc2)C1 (configuration not stated)	-5	18	-0.8	-2.2	102	100	27	-7	-7

As entered above:
In MEKK3 PB1 HTS, Oc1ccc(CCNc2ncnc3ccc(Cl)cc23)cc1 has 104
In GalR3 antag, Cc1csc2ncnc(N3CCN(C(=O)Nc4ccc(OC(F)(F)F)cc4)CC3)c12 has -6
In NALP1 yeast inh, c1ccc(Nc2ncnc3sc4c(c23)CCC4)cc1 has 11

Three structures out of the list, sorted by molar mass, smallest number first:
SMILES	GalR3 antag	MEKK2mut PB1 HTS	V1aR counter	OXTR ag	MEKK3 PB1 HTS	MEKK2wt PB1 HTS	NALP1 yeast inh	PHOSPHO1 inh	GPR7 antag
c1ccc(Nc2ncnc3sc4c(c23)CCC4)cc1	1	-9	-1.6	-1.8	89	90	11	12	-6
O=C(c1ccccc1)c1ccc(OC(=O)N2CCCC2)cc1	-1	1	1.1	-0.8	94	102	-4	24	-9
COC(=O)c1ccc2c(=O)n(Cc3ccc(C(=O)NCCCN4CCC(C)CC4)cc3)c(=S)[nH]c2c1	-3	11	0.2	-0.7	101	124	-1	-152	-10

The results go on.
SMILES	GalR3 antag	MEKK2mut PB1 HTS	V1aR counter	OXTR ag	MEKK3 PB1 HTS	MEKK2wt PB1 HTS	NALP1 yeast inh	PHOSPHO1 inh	GPR7 antag
CC(=O)Nc1ccc(NS(=O)(=O)c2ccc3c(c2)oc(=O)n3C)cc1	4	4	0.2	0.4	103	109	17	24	-14
O=C(Nc1ccc2c(c1)OCCO2)c1cccc2nc3ccccc3nc12	-4	0	-0.4	-1.9	96	91	-1	-29	-16
CCOC(=O)c1ccc(NC(=O)COc2ccc(S(=O)(=O)NC(C)CC)cc2)cc1 (configuration not stated)	-3	-2	6.5	3.3	106	103	28*	42	2
O=Cc1ccc(OC(=O)c2cc(Cl)nc3ccccc23)cc1	-6	-1	0.7	0.8	105	103	35	-18	-3
CCOc1ccc(CCNC(=O)CCNC(=O)c2ccccc2Cl)cc1OCC	-1	11	0.1	-0.5	105	107	13	4	-15
CCOc1ccc(S(=O)(=O)Nc2nc3ccccc3nc2-n2ccc(=NC(=O)c3cccs3)cc2)cc1	-3	2	1.6	-0.2	111	99	11	3	2
COc1ccc(S(=O)(=O)N2CCCOC2CNC(=O)C(=O)NCc2ccncc2)cc1 (configuration not stated)	1	3	3.6	-1.2	96	98	10	9	-13
Cn1c(CO)cnc1S(=O)(=O)Cc1ccc(Cl)cc1	-7	-2	-0.2	0.0	98	101	26	47	1
O=C(N/N=C/c1ccncc1)c1cc([N+](=O)[O-])cc([N+](=O)[O-])c1O	-4	x	1.6	0.5	x	x	20	27	4
Cc1cc2nccc(-c3ccco3)n2n1	-13	3	-0.1	0.7	102	103	21	-1	-8
CCCCC(C)n1[nH]c(=O)cc1N (configuration not stated)	0	6	1.0	-0.1	99	101	-1	-1	-4
COc1ccc(-c2cn3cc(Cl)ccc3n2)cc1OC	-1	3	-1.5	-1.9	100	98	-13	5	-4
Cc1cnc(C(=O)Nc2ccc(C(=O)N3CCCCC3)cc2)cn1	0	-3	0.9	-0.7	100	97	7	35	-6
CCc1ccc(NC(=O)C2CCCN(S(=O)(=O)c3ccc4c(c3)CCCN4C(C)=O)C2)cc1 (configuration not stated)	-6	8	7.7	4.0	105	103	1	12	-6
Cc1ccc(N2C(=O)C3CCC(C)(C2=O)C3(C)C)cc1 (configuration not stated)	-6	-3	-0.9	-0.2	100	98	16	40	6
CC(C)C(=O)Nc1cccc(NC(=S)NC(=O)c2ccc([N+](=O)[O-])cc2)c1	-5	-2	6.8	4.6	99	96	21	27	-13
CC(Sc1ccccc1)C(=O)N/N=C/c1cccnc1 (configuration not stated)	6	-4	1.4	2.2	96	91	10	43	-1
COc1ccc(CCNC(=O)C2CCCN(S(=O)(=O)c3cc(C)ccc3OC)C2)cc1OC (configuration not stated)	1	-7	-0.1	-1.1	99	99	23	-98	-1
O=[N+]([O-])c1ccc(-c2cn3nc(-c4ccccc4)c(-c4ccccc4)nc3n2)cc1	-2	4	0.7	0.4	101	75	4	28	-8
CSc1ncc(OCc2ccccc2)c(=O)[nH]1	0	-6	-1.3	-1.9	95	93	-3	38	-3
Cc1ccnc(SCc2ccc(C(=O)O)cc2)n1	-9	-1	1.8	0.8	103	102	20	24	-5
Cc1noc(C)c1CCC(=O)NC1CCCN(Cc2ccc(CC(C)C)cc2)C1 (configuration not stated)	-11	-1	5.0	4.5	104	108	22	29	0
Cc1ccc(C(=O)n2c(-c3ccccc3)cnc2SCC(=O)Nc2ccc(C)cc2C)cc1	-4	-2	-1.0	-2.3	105	103	28	-2	-4
COc1ccc2[nH]c(=O)c(CN(C(=O)COc3ccccc3)C(C)C)cc2c1	1	10	-0.2	-0.8	103	106	-7	10	20
O=C(O)CCN1C(=O)/C(=C2\C(=O)N(Cc3ccccc3Cl)c3ccccc32)SC1=S	-6	2	x	x	105	105	-5	-113	-5

NALP1 yeast inh: what is marked active above
Structure,GalR3 antag,MEKK2mut PB1 HTS,MEKK3 PB1 HTS,MEKK2wt PB1 HTS,NALP1 yeast inh,PHOSPHO1 inh,GPR7 antag
CCOC(=O)c1ccc(NC(=O)COc2ccc(S(=O)(=O)NC(C)CC)cc2)cc1 (configuration not stated),-3,-2,106,103,28*,42,2

The results go on.
SMILES	GalR3 antag	MEKK2mut PB1 HTS	V1aR counter	OXTR ag	MEKK3 PB1 HTS	MEKK2wt PB1 HTS	NALP1 yeast inh	PHOSPHO1 inh	GPR7 antag
C=CCn1c(=O)c(C(=O)Nc2ccccc2C(=O)OCC)c(O)c2ccccc21	-2	12	0.1	0.9	110	108	22	-6	-20
O=C(c1cc(COc2ccc(F)cc2Cl)on1)N1CCN(C2CCCCC2)C(=O)C1	-4	6	10	7.2	99	105	4	22	1
Cc1nn(C)cc1C(C(=O)NC1CCCCC1)N(Cc1ccccc1Cl)C(=O)c1cnccn1 (configuration not stated)	-6	-9	-0.8	-0.7	99	98	15	21	-4
CCNC(=O)/C(C#N)=C/c1c(N2CCN(c3ccccc3)CC2)nc2c(C)cccn2c1=O	-3	0	0.8	-1.6	99	99	8	16	-14
CCOC(=O)c1ccc(NC(=O)COc2ccc(CNCCO)cc2OCC)cc1	-1	-3	0.7	0.7	87	95	-30	4	20
CC(C)C(NS(=O)(=O)c1cccc2nsnc12)C(=O)NCCC1=CCCCC1 (configuration not stated)	3	5	-1.8	-1.3	105	101	-8	-23	5
Cc1ccc(C)c(/C=C(\C(=O)O)c2ccc(S(=O)(=O)N3CCCCC3)s2)c1	-4	-2	-1.2	-1.3	97	98	4	0	3
CC(=O)Nc1cccc(-c2csc(Nc3ccccn3)n2)c1	-7	4	-1.5	-2.1	105	104	10	-1	4
Cc1cc(C)n2ncc(C(=O)NCc3ccccc3)c2n1	-9	16	0.9	0.0	110	116	-10	0	-5
COc1ccccc1-c1nn2c(C3COc4ccccc4O3)nnc2s1 (configuration not stated)	-4	4	-0.8	-1.5	102	102	-2	92*	-7
COC(=O)C1CCN(C(=O)C2CCC(=O)N(CCCc3ccccc3)C2)CC1 (configuration not stated)	2	0	-0.4	1.9	99	100	16	34	-14
CCOC(=O)N=Nc1c(O)n(C)c2ccccc12	0	0	-0.2	-1.6	98	98	16	3	-12
O=C(COc1ccc(Br)cc1Cl)NC(=O)NCc1ccccc1	-2	-1	5.9	1.9	98	95	27	-2	-13
Cc1ncoc1C(=O)Nc1cccc(Cl)c1C	-4	2	-1.2	-1.5	103	108	x	30	-5
CCN(CC)S(=O)(=O)N1CCC(C(=O)NCCN2CCOCC2)CC1	-6	12	0.8	0.9	102	106	9	37	-12
Cc1nc(C(F)(F)F)c(C(=O)O)cc1-c1nc(-c2ccccc2)cs1	-4	-4	0.9	-0.3	101	106	28	1	5
CCN(C(=O)c1c(-c2ccccc2)noc1C)c1ccccc1	-8	6	-0.9	-1.3	110	109	13	16	-8
Cc1ccc(NC(NC(=O)c2cccs2)C(Cl)(Cl)Cl)cc1C (configuration not stated)	-3	14	3.1	2.1	100	121	16	23	-1
CS(=O)(=O)N(CC(=O)Nc1ccccc1Cl)c1ccc(Cl)cc1	-4	-9	-0.6	1.7	105	97	5	-11	1
Nc1cc(C(=O)OCC(=O)N2CCOCC2)ccc1Cl	2	0	0.6	0.9	102	101	12	24	-6
COC(=O)c1ccsc1NC(=O)c1ccc(Cl)s1	1	2	-1.0	0.1	105	94	-1	18	x
